ALDH1A1 block: ALDH1A1 (human) enzyme inhibition; P00352; Purified ALDH1A1, NADH fluorescence, propionaldehyde substrate; Potency, µM (top dose mostly 75.3 µM), for the others: top-dose activity, negative = inhibition, hits mostly inhibitors; 7.3% of 220,000 active; AID 1030; active means well fitted inhibition curve with a large enough effect, not every such curve was filed as active; inconclusive means small, poorly fitted or top-dose-only effect, or another doubt; inactive means no such curve, though single readings can be large or run the other way;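 further: plate controls were no enzyme wells and a reference inhibitor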
SMN2 splice up: enhancers of SMN2 splice variant expression; HEK293 SMN2-luciferase splicing reporter, luminescence, 30-36 h; Potency, µM (doses to about 46.1 µM), for the others: at the top dose activity change, positive = activation, hits mostly activators; 2.8% of 210,000 active; AID 1458; further: % of control where 0% means no effect; nearly all actives have a fitted effect of over 55% in size
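HEK293 cells carry an SMN2 […]–luciferase reporter in which exon 7 inclusion puts luciferase in frame. Cells were plated 10-12 h before compound addition, then incubated 30-36 h at 37C. ONE-Glo luminescence was read; sodium butyrate at 4.5 mM final served as control.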
RECQ1 helicase: blocks DNA unwinding by human RECQ1 | P46063 | RECQ1 DNA unwinding, red fluorescence kinetic read | Potency, µM (doses to about 57.3 µM), inactives show at the highest dose activity, negative = inhibition, usual class: inhibitors | 0.54% of 240,000 active | AID 2549;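 further: plate controls were vehicle for no effect and no enzyme for full effect; nearly all actives have a fitted effect of over 30% in size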
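RECQ1T1 50 nM; forked duplex (20 bp + 30-nt ss tails) 200 nM, ATP 2 mM final; pH 8.0, 2 mM MgCl2, 2.5 ug/ml poly(dI-dC); 15 min compound preincubation; discontinuous kinetic read over 2 h at RT.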
Lamin A splicing: LMNA splicing modulation; HeLa LMNA splicing GFP/RFP minigene ratio, 48 h; 0.01% of 200,000 active; Potency, µM (highest dose often 46.1 µM), inactives show top-dose ratio change, negative = inhibition, hits mostly inhibitors; active means well fitted inhibition curve with a large enough effect in the signal ratio, with a control signal flat, not every such curve was filed as active; inconclusive means small, poorly fitted or top-dose-only effect, or effect the other way, or a change in a side signal; the % refers to the signal ratio; further: on the % scale 0 is the no-effect control and ±100 the full control effect
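S3 HeLa cells stably expressing lamin A-EGFP splicing minigene plus DsRed2, 600 cells/well, 48 h compound exposure at 37C. Laser-scanning cytometry; analysed as GFP (500-530 nm)/RFP (575-640 nm) total intensity ratio; 0.5% DMSO vehicle.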
TR SRC2 fluor cs: alters Texas Red total fluorescence, flagging assay interference | TRb/SRC2 Texas Red total fluorescence interference | Potency, µM (highest dose often 106 µM), inactives show at the top dose fluorescence change, negative = quenching | 0.29% of 280,000 active | AID 1479; active means well fitted curve in either direction with a large enough effect; inconclusive means small, poorly fitted or top-dose-only effect; further: on the % scale 0 is the no-effect control and ±100 the full control effect
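Human TRβ ligand-binding domain (0.6 uM) and Texas Red SRC2 peptide (20 nM) in Tris buffer with 1 uM T3 and 5% DMSO were incubated with pinned compound for 5 hr at ambient temperature. Total fluorescence was computed as S + 2P (555/632 nm).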
TRb-SRC2 inh: inhibitors of human thyroid hormone receptor beta-SRC2 interaction; TRbeta-SRC2 peptide binding, fluorescence polarization; receptor liganded with 1 µM T3; Potency, µM (doses to about 106 µM), inactives show at the top dose activity change, negative = inhibition, actives largely listed as inhibitors; 0.065% of 280,000 active; AID 1469;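 further: plate controls were bound peptide for no effect and peptide without receptor for full effect; nearly all actives have a fitted effect of over 50% in size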
Target sequence (P10828 whole entry, looked up): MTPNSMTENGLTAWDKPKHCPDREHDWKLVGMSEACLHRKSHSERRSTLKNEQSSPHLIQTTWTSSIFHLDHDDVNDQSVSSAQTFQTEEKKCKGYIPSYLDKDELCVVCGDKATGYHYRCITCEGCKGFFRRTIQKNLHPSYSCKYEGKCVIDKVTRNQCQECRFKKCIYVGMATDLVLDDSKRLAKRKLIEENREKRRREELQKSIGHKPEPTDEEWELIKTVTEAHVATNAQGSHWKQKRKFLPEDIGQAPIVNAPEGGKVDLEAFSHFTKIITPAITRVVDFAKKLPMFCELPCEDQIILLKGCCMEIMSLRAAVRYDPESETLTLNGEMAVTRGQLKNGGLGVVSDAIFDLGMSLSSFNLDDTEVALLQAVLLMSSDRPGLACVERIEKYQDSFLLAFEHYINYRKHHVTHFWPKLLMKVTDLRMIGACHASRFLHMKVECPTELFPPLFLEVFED
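Quantitative HTS by FP: 0.6 uM TRb LBD, 20 nM labeled SRC2 20-mer, 1 uM T3, 5% DMSO; 5 hr ambient incubation; % activity per concentration and potencies from concentration series.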
RGS12 GoLoco inh: RGS12 GoLoco-Gai1 interaction inhibition. P63096. Gai1:RGS12 GoLoco peptide FP, rhodamine, 10 min. Potency, µM (titrated, usually from 61.6 µM), for the others: top-dose activity, negative = inhibition, usual class: inhibitors. 0.44% of 230,000 active; active means well fitted inhibition curve with a large enough effect, not every such curve was filed as active; inactive means no such curve, though single readings can be large or run the other way; further: on the % scale 0 is the no-effect control and ±100 the full control effect; nearly all actives have a fitted effect of over 30% in size; many of its hits are not listed in these tables
Target sequence (P63096 whole entry, looked up): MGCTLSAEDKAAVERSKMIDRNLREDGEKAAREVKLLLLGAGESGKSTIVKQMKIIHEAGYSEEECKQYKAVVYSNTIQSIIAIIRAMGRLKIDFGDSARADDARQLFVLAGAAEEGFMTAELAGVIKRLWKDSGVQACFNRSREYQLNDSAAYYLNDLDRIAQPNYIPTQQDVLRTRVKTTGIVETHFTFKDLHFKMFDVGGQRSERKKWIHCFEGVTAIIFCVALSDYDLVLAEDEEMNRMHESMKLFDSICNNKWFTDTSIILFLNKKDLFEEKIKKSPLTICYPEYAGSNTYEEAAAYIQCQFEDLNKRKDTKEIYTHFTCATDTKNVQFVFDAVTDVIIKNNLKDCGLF
KDM4E inh: inhibitors of human JMJD2E histone demethylase; 1.6% of 230,000 active; JMJD2E catalytic domain, FDH-coupled NADH fluorescence (FDH is formaldehyde dehydrogenase); Potency, µM (highest dose often 57.1 µM), for inactives: at the highest dose activity change, negative = inhibition, usual class: inhibitors; AID 2147; active means well fitted inhibition curve with a large enough effect, not every such curve was filed as active; inconclusive means small, poorly fitted or top-dose-only effect, or another doubt; inactive means no such curve, though single readings can be large or run the other way;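 further: 0% = wells with enzyme and -100% = buffer wells without enzyme; nearly all actives have a fitted effect of over 50% in size; many of its hits are not listed in these tables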
Numbers without * were called inactive; i = inactive; ? = inconclusive; / = not tested or not shown; & = joins results of further samples; [ ] = dose if it differs, or a comment. Unless noted, the call rests on the fitted dose curve; in most records, active means well fitted curve in the direction sought with a large enough effect; inconclusive means small, poorly fitted or top-dose-only effect, or another doubt; inactive means no such curve, though single readings can be large; an effect the other way counts as inactive or inconclusive. Potency means the concentration at half of the fitted maximal effect.

SMILES	ALDH1A1 block	SMN2 splice up	RECQ1 helicase	Lamin A splicing	TR SRC2 fluor cs	TRb-SRC2 inh	RGS12 GoLoco inh	KDM4E inh
CCC(=O)N1CCc2cc(Br)cc(S(=O)(=O)N3CCCCCC3)c21	-11%	-22%	-2%	-12%	-4%	-9%	0%	4%
CCC(C)NC(=O)C1CCN(S(=O)(=O)CC)CC1 (stereo not drawn)	10%	-5%	-3%	0%	3%	13%	1%	1%
COc1ccc2c(c1)C(C)CC(C)(C)N2C(=O)CSc1ncn[nH]1 (stereo not drawn)	?	-27%	-3%	7%	2%	-7%	-3%	3%
CCOc1ccc(/C=N/NC(=O)c2nnn(-c3nonc3N)c2COc2ccc(F)cc2)cc1	/	/	-2%	/	-3%	5%	2%	?
CCOC(=O)C1=C(CSc2nc3c(cc2C#N)CN(C)CC3)OC(N)=C(C#N)C1c1ccc(F)cc1 (stereo not drawn)	?	-1%	?	3%	2%	-26%	96%[activator]	?
Cc1c(NC(=O)CSc2nnnn2-c2ccc(C(=O)O)cc2)c(=O)n(-c2ccccc2)n1C	-2%	/	i	20%[46 µM]	0%	10%	15%	5%
CCSc1nnc(CNc2ccc(F)cc2)n1CC1CCCO1 (stereo not drawn)	0%	0%	-10%	-1%	-1%	-3%	4%	-7%
CCCOC(=O)CN1C(=O)c2ccccc2C1=O	22µM*	-6%	-6%	16%	-1%	-19%	-4%	-3%
COc1ccc(C(=O)NNC(=S)NC2CCCCC2)cc1OC	11%	6%	i	8%	-1%[53 µM]	-19%[53 µM]	2%	0%
N#Cc1cccc(CS(=O)(=O)c2ccccc2)c1	4%	-3%	-2%	/	-2%	2%	1%	11%
O=C(CSc1ncnc2c1oc1ccccc12)Nc1cccc(F)c1	9%	0%	-8%	-12%	3%	2%	0%	-2%
COc1ccc(C(=O)N/C(=C\c2ccccc2)C(=O)NC(CC(C)C)C(=O)O)cc1 (stereo not drawn)	6%	-5%	-16%	/	-2%	0%	3%	3%
COc1ccc(-n2c(=S)[nH]c(=O)c3cccnc32)cc1	/	/	-12%	/	-3%	9%	-4%	0%
Cc1ccc(NC2=C(Cl)C(=O)OC2NC(=O)c2ccccc2)cc1 (stereo not drawn)	-10%	-12%	-1%	?	-3%	-10%	-2%	6%
CCCc1cc2c(n1Cc1cc(F)cc(F)c1)C(C)C1CN(C(=O)c3ccccc3)C(C)(C(=O)OC)C21 (stereo not drawn)	-2%	-9%	-6%	/	-8%	7%	39%[activator]	?
CCCn1c(SCC(N)=O)nc2c(c1=O)C1(CCCC1)Cc1ccccc1-2	-3%	-10%	i	?	-5%	-5%	3%	-13%
C=CCOC(=O)C(C(C)=O)C(NC(=O)OC)c1ccc2ccccc2c1 (stereo not drawn)	4%[13.5 µM]	/	i[11.5 µM]	/	-19%[11.2 µM]	6%[11.2 µM]	/	/
COC(=O)N/N=C(\C)c1cccs1	/	/	-22%	/	-1%	-1%	-1%	13%
Cc1csc(NC(=O)c2cc([N+](=O)[O-])cc([N+](=O)[O-])c2)n1	5%	-68%[inhibitor]	2%	0%	-2%	6%	-10%	-2%
Cn1cnc([N+](=O)[O-])c1Oc1ccc2ccccc2c1	?	/	-3%	?	-1%	2%	2%	-4%
Nc1ccnc2c1ncn2[C@@H]1O[C@H](CO)[C@@H](O)[C@H]1O	7%	-24%	14%	/	1%	2%	4%	/
c1coc(C2Nc3cccc4cccc(c34)N2)c1	25µM*	17%	i	19%	?	18%	-38%	-22%
Oc1ccccc1-c1cc(-c2ccccc2Cl)[nH]n1	-8%	3.5µM*	-13%	2%	1%	-2%	4%	6%
O=C(CCSc1ccc(Cl)cc1)NCc1ccncc1	-6%	8%	4%	-6%[46 µM]	-2%	-4%	-6%	-2%
CCn1c(COc2cccc3cccnc23)nnc1SC(F)F	-7%	-3%	i	18%[46 µM]	-1%	-4%	8%	?
SMILES	ALDH1A1 block	SMN2 splice up	RECQ1 helicase	Lamin A splicing	TR SRC2 fluor cs	TRb-SRC2 inh	RGS12 GoLoco inh	KDM4E inh
COc1ccc(CN2CCCCC2C(=O)Nc2ccc(OC)c(OCC(C)C)c2)cc1OC (stereo not drawn)	1%	-28%	-10%	-3%	1%	9%	20%	-17%
NS(=O)(=O)c1ccc(NC(=O)N2c3ccccc3Sc3ccccc32)cc1	4%	-8%	i	-6%	-4%	-16%	12%	4%
Cc1ccc(/C=N/NC(=O)c2ccco2)s1	9%	?	-16%	6%	2%	3%	20%	-4%
COc1ccc2c(c1)CC1c3c(cc4c(c3-2)OCO4)CC[N+]1(C)[O-] (stereo not drawn)	/	/	0%	/	1%	-3%	-1%	?
O=C(/C=C/c1cccs1)Nc1nc(-c2ccccc2)cs1	3%	-4%	-21%	?	-2%	9%	-7%	-25%
O=C(NCCn1cc(SCc2ccc(F)cc2)c2ccccc21)c1c(F)cccc1F	-2%	-37%&-26%[inhibitor]	-1%	?	1%&1%	11%&-3%	3%	2%
COc1ccc(/C=C/C(=O)N2CCN(S(=O)(=O)c3ccccc3)CC2)cc1OC	?	-2%	-3%	11%[46 µM]	1%	-7%	3%	?
c1ccc(Cn2ncc3c(Nc4ccccc4)ncnc32)cc1	/	/	i	-3%[46 µM]	3%	0%	11%	-6%
COc1cc(C(N)=O)cc(Br)c1OCc1ccccc1	3%	-10%	-2%	7%	0%	-3%	8%	1%
CC(=O)c1cccc(-n2nnnc2SCC(=O)N2CCCC2)c1	-3%	-6%	-8%	-8%	0%	-5%	2%	11%
O=C1CN(C(=O)c2ccc(F)c(S(=O)(=O)N3CCOCC3)c2)c2ccccc2N1	5%	-9%	i	?	1%	1%	-3%	13%
Cc1c(OCc2ccc(C(=O)O)o2)ccc2c3c(c(=O)oc12)CCC3	?	12%	-14%	-2%	-2%	4%	10%	?
CC1(C)CC(=O)c2c(O)cc(OCc3ccc([N+](=O)[O-])cc3)cc2O1	5%	16%	-4%	22%	0%	0%	6%	3%
O=C(NCc1cccnc1)c1cc(Sc2cccc(Cl)c2)nc2ccccc12	11µM*	-15%	-1%	?	-1%	-1%	-5%	-14%
CCN(CC)S(=O)(=O)c1ccc(NC(=O)CC(NC(C)=O)c2ccccc2)cc1 (stereo not drawn)	-6%	-2%	i	-12%	-2%	-6%	1%	-4%
O=C(c1ccccc1NS(=O)(=O)c1cccs1)N1CCOCC1	5%	-16%	i	-13%	0%	3%	10%	1%
O=C(OCc1cccc([N+](=O)[O-])c1)c1ccc2ccccc2n1	?	12%	-6%	4%[46 µM]	-2%	3%	3%	?
CCCC(C)C(=O)Nc1ccc2c(c1)OCCO2 (stereo not drawn)	6%	14%	i	-8%	3%	-3%	9%	5%
O=c1c2ccccc2oc2nc(-c3ccco3)n(-c3ccccc3)c(=O)c12	-12%	13µM*	-4%	?	-2%	0%	10%	-8%
C/C(Cc1ccccc1)=N\NC(=O)CNC(=O)c1cccc(Cl)c1	-7%	/	i	/	-3%	-5%	7%	23%
CCOC(=O)CNC(=O)N1CCCC(C(=O)c2ccc3c(c2)OCO3)C1 (stereo not drawn)	0%	3%	i	-7%[46 µM]	0%	-3%	6%	?
C=COCCNC(=S)N1CCOCCOCCN(C(=S)NCCOC=C)CCOCC1	9%	-6%	-3%	/	-3%	-5%	15%	-7%
CCNc1ccc(S(=O)(=O)N(C)C)cc1NCC(=O)Nc1ccc(Br)cc1F	-1%	-58%[inhibitor]	3%	?	0%	-1%	6%	-1%
COc1ccc(OCC(=O)Nn2c(-c3ccc(C)cc3)nc3ccccc3c2=O)cc1	?	-34%[inhibitor]	-2%	?	3%	4%	6%	5%
Cc1ccc(S(=O)(=O)N(C)CC(=O)NC2CC(C)(C)NC(C)(C)C2)cc1	-4%	-1%	-3%	18%	-2%	-13%	2%	9%
SMILES	ALDH1A1 block	SMN2 splice up	RECQ1 helicase	Lamin A splicing	TR SRC2 fluor cs	TRb-SRC2 inh	RGS12 GoLoco inh	KDM4E inh
O=C(O)c1ccc(-n2nc(C(F)(F)F)c3c2CCCC3)cc1	7%&4%	8%&-10%	28%&-4%	-4%[46 µM]	-1%&-1%	1%&-1%	-10%&2%	5%&0%
Cn1c(C(=O)N2CCOCC2)cnc1Sc1ncc(C(F)(F)F)cc1Cl	19%	-11%	-7%	-5%	2%	8%	3%	5%
Fc1ccc(NC(=S)Nc2cccnc2)c(F)c1F	?	-37%[inhibitor]	-3%	3%[46 µM]	-1%	5%	5%	?
O=C(NCc1cccc(Cl)c1)NC(=O)c1csc([N+](=O)[O-])c1	/	/	-3%	/	-1%	6%	-4%	-2%
Cc1noc(NS(=O)(=O)c2ccc(N/C=C\C(=O)c3ccncc3)cc2)c1C	-7%	-4%	-3%	-5%	-6%	1%	6%	-2%
Cc1ccc(-n2ncc3c(=O)n(CC(=O)N4CCN(c5ccccc5F)CC4)cnc32)cc1C	7%	-36%[inhibitor]	-4%	6%	2%	3%	5%	0%
CC1(C)CC(CC(=O)O)(c2ccc(Cl)cc2)CCO1 (stereo not drawn)	?	-30%	-5%	-6%	-1%	1%	3%	-5%
CC(C)=CCC/C(C)=C/CC/C(C)=C/CC/C(C)=C/CC1=C(C)C(=O)c2ccccc2C1=O	/	/	8%	-10%[46 µM]	1%	1%	12%	-7%
COc1ccc(NC(=O)c2ccc(NC(=O)CSc3nccc(=O)[nH]3)cc2)cc1	/	/	0%	/	-2%	10%	6%	-18%
COc1cccc(CN2CCCC(CNC(=O)c3ccc(F)cc3)C2)c1OC (stereo not drawn)	0%	-5%	i	/	0%	-5%	11%	-6%
COc1ccc(/C=N/NC(=S)NCc2ccccc2)cc1OC	5%	-10%	-10%	8%	-3%	3%	5%	-6%
COCCCNc1c2c3c(cccc3[nH]c1=O)C(=O)c1ccccc1-2	?	5%	25µM*	?	?	?	4.5µM*	-12%
O=C(O)CCc1nn2c3ccccc3nc2n(Cc2ccccc2)c1=O	4%	-22%	-6%	/	-1%	-9%	-1%	-1%
COc1ccc(NC(=O)N2CC3(CCN(S(=O)(=O)c4ccccc4)CC3)C2)cc1	4%	-3%	-7%	/	/	/	8%	/

Screening data: PubChem, National Center for Advancing Translational Sciences (NCATS)

The list is partial. The share of hits here may be higher or lower than overall.
